EPAC2 ag: qHTS for Agonist of cAMP-regulated guanine nucleotide exchange factor 4 (EPAC2): primary screen. EPAC2 activation, biochemical qHTS; response scale: 100% = 6.5 mM cAMP response. 0.079% of 360,000 active. AID 720711, 2013. Potency, µM (top dose mostly 154 µM), without a hit: top-dose activation, usual class: activators. Rap guanine nucleotide exchange factor 4 (Homo sapiens), Q8WZA2; further: nearly all actives have a fitted effect of over 50% in size
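Guanine nucleotide exchange by EPAC2 is measured as reduced fluorescence of BODIPY-GDP once it is released from 250 nM Rap1B. Plates are read kinetically for 30 min at room temperature; results are scaled to 6.5 mM cAMP.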
TDP-43 yeast inh: qHTS of TDP-43 Inhibitors; 1.8% of 410,000 active; Potency, µM (highest dose often 46.1 µM), inactives show at the top dose growth rescue (activation), actives largely listed as activators; TDP-43 expressing yeast growth rescue, BacTiter-Glo, 24 h; AID 652104, 2013; further: % of control where 0% means no effect; nearly all actives have a fitted effect of over 50% in size
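In this qHTS, compounds that restore growth of yeast expressing TDP-43 appear as activators. Cells (OD600=0.02, galactose medium, raffinose-pregrown) are incubated with compound 24 hr at 30 deg C and growth is quantified by BacTiter-Glo.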
aSyn rescue: qHTS of alpha-syn Inhibitors. 0.14% of 370,000 active. Potency, µM (titrated, usually from 46.1 µM), inactives show top-dose growth rescue (activation), usual class: activators. Yeast expressing alpha-synuclein, growth rescue, BacTiter-Glo, 24 h; further: % of control where 0% means no effect; nearly all actives have a fitted effect of over 65% in size
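Rescue of yeast growth: cells expressing toxic alpha-synuclein, induced in galactose at OD600 0.02, incubated with compound 24 h at 30 C. ATP luminescence quantified growth; inhibitors of toxicity appear as activators.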
FUS yeast rescue: qHTS for Suppressors of FUS Proteinopathy: Primary screen using FUS-linked yeast assay; S. cerevisiae FUS-expressing, growth rescue, OD600, 24 h; Potency, µM (series often up to 76.6 µM), for the others: at the top dose growth rescue (activation), most hits filed as activators; 0.24% of 390,000 active; AID 1347120, 2019;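 further: plate controls were DMSO vehicle for no effect and reference control for full effect; nearly all actives have a fitted effect of over 55% in size; some results filed as inactive show a strong effect at the top dose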
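Steps: raffinose overnight preculture; dilution to OD 0.005 in 2% galactose minimal medium; compound addition (concentration series); 24hr at 30C, 99% humidity; absorbance read at 600 nm.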
EPAC1 agonist: qHTS for Agonist of cAMP-regulated guanine nucleotide exchange factor 3 (EPAC1): primary screen | Rap guanine nucleotide exchange factor 3 (Homo sapiens), O95398 | EPAC1 agonist qHTS, biochemical assay; response scale: 100% = response to 6.5 mM cAMP | Potency, µM (doses to about 154 µM), inactives show at the top dose activation, usual class: activators | 0.073% of 360,000 active | AID 720707, 2013; further: nearly all actives have a fitted effect of over 60% in size
Target sequence (O95398 whole entry, looked up): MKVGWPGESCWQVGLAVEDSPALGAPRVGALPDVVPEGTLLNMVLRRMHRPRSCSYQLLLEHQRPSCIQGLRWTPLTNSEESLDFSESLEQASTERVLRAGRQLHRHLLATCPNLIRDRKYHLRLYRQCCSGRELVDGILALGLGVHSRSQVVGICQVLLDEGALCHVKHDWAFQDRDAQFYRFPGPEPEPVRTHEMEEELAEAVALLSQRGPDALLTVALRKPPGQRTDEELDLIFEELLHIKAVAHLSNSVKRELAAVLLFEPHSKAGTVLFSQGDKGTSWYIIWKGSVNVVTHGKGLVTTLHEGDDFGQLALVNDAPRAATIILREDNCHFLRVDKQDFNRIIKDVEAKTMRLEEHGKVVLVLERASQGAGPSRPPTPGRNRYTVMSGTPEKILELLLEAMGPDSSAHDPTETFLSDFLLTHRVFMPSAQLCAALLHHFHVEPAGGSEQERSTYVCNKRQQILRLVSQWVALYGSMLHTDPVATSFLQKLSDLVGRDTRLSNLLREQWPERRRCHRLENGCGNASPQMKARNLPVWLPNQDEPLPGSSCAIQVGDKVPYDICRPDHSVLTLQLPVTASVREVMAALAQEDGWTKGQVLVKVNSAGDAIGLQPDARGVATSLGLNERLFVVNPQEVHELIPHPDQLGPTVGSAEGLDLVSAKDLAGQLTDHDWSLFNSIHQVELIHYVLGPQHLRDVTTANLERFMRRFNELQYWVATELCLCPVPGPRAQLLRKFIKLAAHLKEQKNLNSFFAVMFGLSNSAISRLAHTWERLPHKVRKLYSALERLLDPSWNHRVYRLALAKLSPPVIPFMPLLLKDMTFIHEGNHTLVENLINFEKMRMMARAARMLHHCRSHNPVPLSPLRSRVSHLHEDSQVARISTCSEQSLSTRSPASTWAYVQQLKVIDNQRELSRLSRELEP
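Fluorescent GDP-exchange assay: 100 nM EPAC1 with 250 nM Rap1B preloaded with BODIPY-GDP and 50 uM GDP; compounds tested as concentration series, 5 min at room temperature, then read every 5 min for 30 min (ex 480/em 540 nm); normalized to 6.5 mM cAMP.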
PTHR1 ag: qHTS for PTHR1 Agonists: Primary Screen; 0.075% of 410,000 active; HEK293 GP2 PTHR1 cells, GloSensor cAMP luminescence, 1 h; Potency, µM (top dose mostly 115 µM), for inactives: at the highest dose activation, hits mostly activators; Parathyroid hormone/parathyroid hormone-related peptide receptor (Homo sapiens), Q03431; further: nearly all actives have a fitted effect of over 55% in size; some results filed as inactive show a strong effect at the top dose; inactives centre near -15; many of its hits are not listed in these tables
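HEK-293-derived GP2 cells expressing PTHR1 and a GloSensor cAMP reporter, 3,000/well, plated overnight, given luciferin plus IBMX (each 0.5 mM as added) for 1 h at 37 °C, then compound for 1 h at 37 °C. Luminescence was read after 15 min at room temperature.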
EPAC1 antag: qHTS for Antagonist of cAMP-regulated guanine nucleotide exchange factor 3 (EPAC1): primary screen; Rap guanine nucleotide exchange factor 3 (Homo sapiens), O95398; EPAC1 GEF assay, Rap1b-BODIPY-GDP exchange fluorescence; Potency, µM (highest dose often 115 µM), for inactives: at the top dose activity change, negative = inhibition, most hits filed as inhibitors; 0.14% of 360,000 active; AID 720709, 2013;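 further: plate controls were vehicle for no effect and positive control for full effect; nearly all actives have a fitted effect of over 50% in size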
EPAC2 antag: qHTS for Antagonist of cAMP-regulated guanine nucleotide exchange factor 2 (EPAC2): primary screen | 0.18% of 360,000 active | EPAC2 GEF exchange of Rap1B-BODIPY-GDP, fluorescence | Potency, µM (series often up to 114 µM), for inactives: top-dose activity, negative = inhibition, hits mostly inhibitors | Rap guanine nucleotide exchange factor 4 (Homo sapiens), Q8WZA2 | AID 720708, 2013; further: on the % scale 0 is the no-effect control and ±100 the full control effect; nearly all actives have a fitted effect of over 45% in size; many of its hits are not listed in these tables
Starred values were filed as active, the others as inactive; i = inactive; ? = inconclusive; nt = not tested or not shown; [ ] = another dose, or the depositor's remark. The call rests on the fitted dose curve; in most records, active means well fitted curve in the direction sought with a large enough effect; inconclusive means small, poorly fitted or top-dose-only effect, or another doubt; inactive means no such curve, though single readings can be large; an effect the other way counts as inactive or inconclusive. Potency means the concentration at half of the fitted maximal effect.

SMILES	EPAC2 ag	TDP-43 yeast inh	aSyn rescue	FUS yeast rescue	EPAC1 agonist	PTHR1 ag	EPAC1 antag	EPAC2 antag
O=C(Nc1nnc(Cc2ccccc2)s1)c1ccccc1	1%	nt	-6%	0%	9%	-13%	-5%	-14%
N#CC1=C(N)NC(SCc2ccccc2)=C(C#N)C12CCCC2	-2%	13%	1%	-1%	-3%	-15%	7%	-5%
CC(C)CN(C(=O)COC(=O)CCCc1nc2ccccc2s1)c1c(N)n(Cc2ccccc2)c(=O)[nH]c1=O	-9%	0%	0%	11%	-9%	i	3%	-11%
O=C(O)C#Cc1cccc2ccccc12	6%	-24%	2%	9%	8%	-17%	-11%	-3%
Cc1ccc(-c2csc(NC(=O)c3cccc([N+](=O)[O-])c3)n2)cc1	6%	-6%	1%	-5%	0%	-37%[57.5 µM]	0%	0%
C[C@@H]1CN([C@H](C)CO)C(=O)CCCn2cc(nn2)CO[C@H]1CN(C)S(=O)(=O)c1ccc2ccccc2c1	7%	27%	1%	8%	-11%	-19%	3%	8%
Cc1cc(C(=O)CN2C(=O)NC3(CCCCC3)C2=O)c(C)n1Cc1ccco1	0%	-10%	-1%	-2%	17%	-36%	7%	-2%
Cc1ccc(C)c(-n2c(CNC(=O)c3ccco3)nnc2SCC(=O)Nc2nccs2)c1	4%	-2%	-2%	-10%	-8%	i	3%	7%
O=C1NC2(CCCCC2)C(=O)N1Cc1cc(=O)n2ccsc2n1	8%	14%	3%	2%	6%	-22%	10%	11%
COc1ccccc1OCC(=O)N/N=C/C=C/c1ccc([N+](=O)[O-])o1	2%	13µM*	?	nt	2%	i	-1%	-3%
COc1cccc2c1C(CO)N1C(C#N)C3CC(C(=O)O)C(C1C2)N3C (centres undefined)	-2%	-6%	1%	13%	-24%	-17%	2%	5%
Cc1cccc(-n2c(CNC(=O)c3ccc(S(=O)(=O)N4CCCCC4)cc3)n[nH]c2=S)c1	-1%	11%	-2%	6%	2%	-5%	7%	3%
COc1ccc(C2=Nc3ccccc3N(C(=O)Cc3cc(OC)cc(OC)c3)C2C(=O)NC(C)C)cc1 (centres undefined)	14%	24%	-3%	?	8%	-16%	-8%	3%
COc1ccccc1C1NC(=O)NC(C)=C1C(=O)OCC1CCCCC1 (centres undefined)	3%	-8%	7%	21%	13%	-38%[inhibitor]	2%	-5%
CCOC(=O)C1CCCN(c2nc3ccccc3nc2NS(=O)(=O)c2ccc(C)cc2)C1 (centres undefined)	2%	-12%	5%	nt	5%	-26%	-5%	-3%

Compounds above with a cyano group (2):
SMILES	EPAC2 ag	TDP-43 yeast inh	aSyn rescue	FUS yeast rescue	EPAC1 agonist	PTHR1 ag	EPAC1 antag	EPAC2 antag
N#CC1=C(N)NC(SCc2ccccc2)=C(C#N)C12CCCC2	-2%	13%	1%	-1%	-3%	-15%	7%	-5%
COc1cccc2c1C(CO)N1C(C#N)C3CC(C(=O)O)C(C1C2)N3C (centres undefined)	-2%	-6%	1%	13%	-24%	-17%	2%	5%

Nothing new here: an excerpt of the list.
SMILES	EPAC2 ag	TDP-43 yeast inh	aSyn rescue	FUS yeast rescue	EPAC1 agonist	PTHR1 ag	EPAC1 antag	EPAC2 antag
COc1ccccc1C1NC(=O)NC(C)=C1C(=O)OCC1CCCCC1 (centres undefined)	3%	-8%	7%	21%	13%	-38%[inhibitor]	2%	-5%
CCOC(=O)C1CCCN(c2nc3ccccc3nc2NS(=O)(=O)c2ccc(C)cc2)C1 (centres undefined)	2%	-12%	5%	nt	5%	-26%	-5%	-3%

The results go on:
SMILES	EPAC2 ag	TDP-43 yeast inh	aSyn rescue	FUS yeast rescue	EPAC1 agonist	PTHR1 ag	EPAC1 antag	EPAC2 antag
COc1ccccc1-c1cc(NC=O)c2ncc(-c3cccc(C(C)=O)c3)n2c1	19%	18µM*	4%	18%	-4%	-25%	-5%	13%
CC1=C(C(=O)N2CCOCC2)CC(CC(=O)NCC2CCCCC2)C(=O)N1CCC1=CCCCC1 (centres undefined)	-2%	24%	4%	11%	-5%	-48%	-8%	-3%
O=C(CSc1ncccc1C(=O)O)c1ccccc1F	5%	-9%	2%	12%	3%	3%	-13%	-8%
COC(=O)c1sccc1NC(=O)c1cnc2cc(C)nn2c1C	1%	10%	-9%	-16%	6%	i	-8%	-8%
CCN(CC(=O)Nc1c(F)cccc1F)C(=O)Cc1ccc(S(=O)(=O)N2CCOCC2)s1	5%	-9%	-8%	3%	-9%	-18%	15%	17%
Cc1cc(C)n2nc(-c3cnn(C)c3C(F)(F)F)c(Cl)c2n1	-5%	?	-9%	14%	-2%	i	5%	13%
CCOC(=O)CCNC(=O)N1CCCC(Cc2ccccc2)(C(=O)OCC)C1 (centres undefined)	4%	8%	0%	44%	6%	20%	9%	-9%
Cc1ccc(S(=O)(=O)NC(=O)COc2ccccc2C)cc1	5%	?	3%	-18%	-1%	i	-15%	-6%
CNS(=O)(=O)c1ccc(NC(=O)Nc2cccc(F)c2)cc1	14%	-7%	-5%	7%	10%	i	1%	1%
CC(=O)c1cccc(NC(=O)C2CCN(C(=O)c3cccs3)CC2)c1	2%	-12%	4%	12%	1%	-4%	-3%	2%
O=C(c1cnn(C(=O)CN2CCCC2=O)c1)c1ccccc1O	-5%	?	-5%	nt	13%	-16%	4%	-2%
O=C(Nc1cccc2ccccc12)C1CCN(C(=O)Cc2ccccc2)CC1	6%	9%	5%	20%	-5%	i	-12%	4%
O=C(COc1ccc(Cl)cc1Cl)Nc1cccc(-c2ccc(N3CCOCC3)nn2)c1	4%	9%	0%	-5%	4%	i	2%	-5%
NC(=O)C1CCN(CC(=O)Nc2cccc(C(=O)Nc3cccc(C(F)(F)F)c3)c2)CC1	0%	-18%	2%	-2%	1%	i	27%	-11%
COc1ccc(N2CCN(C3CCCN(C(=O)C4=C(C)OCCO4)C3)CC2)cc1 (centres undefined)	-2%	-16%	5%	22%	6%	i	-3%	-1%

Marked active in TDP-43 yeast inh (from the list above):
compound | EPAC2 ag | TDP-43 yeast inh | FUS yeast rescue | PTHR1 ag | EPAC1 antag | EPAC2 antag
COc1ccccc1OCC(=O)N/N=C/C=C/c1ccc([N+](=O)[O-])o1 | 2% | 13µM* | nt | i | -1% | -3%
COc1ccccc1-c1cc(NC=O)c2ncc(-c3cccc(C(C)=O)c3)n2c1 | 19% | 18µM* | 18% | -25% | -5% | 13%

Going on with the list:
SMILES	EPAC2 ag	TDP-43 yeast inh	aSyn rescue	FUS yeast rescue	EPAC1 agonist	PTHR1 ag	EPAC1 antag	EPAC2 antag
O=C(Cc1cccs1)N1CCN(c2ccccn2)CC1	1%	0%	-1%	3%	-2%	i	16%	16%[57.1 µM]
CCc1nnc(NC(=O)CCC(=O)N2CCN(Cc3ccc(OC)c(F)c3)CC2)s1	-3%	1%	0%	21%	5%	-21%	-14%	-2%
O=C(CN1CCCCC1)NCC1(c2ccccc2)CCCC1	12%	-12%	-5%	-3%	-2%	i	26%	1%
O=C(COC(=O)c1cccs1)Nc1ccc(S(=O)(=O)N2CCOCC2)cc1	-1%	-20%	5%	10%	-5%	-1%	12%	-1%
c1ccc2c(CN3CCSCC3)cccc2c1	13%	4%	-10%	-24%	?	i	0%	-23%
COc1cccc(OCC(=O)O/N=C(\N)c2ccncc2)c1	-1%	?	-8%	8%	3%	i	-7%	3%
COc1ccc(-c2ccc3c(c2)S(=O)(=O)c2cccc(C(=O)NCc4ccccc4Cl)c2C3=O)cc1OC	-5%	-8%	-1%	5%	-5%	i	-8%	43%[activator]
O=C(c1ccc(S(=O)(=O)NCC2CCCO2)cc1)N1CCN(c2cccc(Cl)c2)CC1 (centres undefined)	0%	0%	6%	28%	6%	-83%[inhibitor]	-8%	-1%
CN1C[C@@H]2[C@@H]3C(=O)N(C)C(=O)[C@@H]3[C@](C)(C1=O)N2C(=O)c1ccccc1	4%	15%	5%	-13%	10%	i	1%	5%
COc1cc(CCC(=O)NCc2ccc(Cl)cc2)cc(OC)c1OC	0%	24%	2%	-28%	10%	i	-24%	-13%
O=C(NCc1ccc2c(c1)OCO2)C1CCCCC1	8%	8%	5%	9%	-7%	-71%[inhibitor]	-18%	-4%
CC1(C(=O)NS(=O)(=O)c2ccc3ccccc3c2)CCN1C(=O)Cc1ccc(Cl)cc1Cl (centres undefined)	-1%	-1%	-15%	13%	-18%	3%	-1%	0%
CCOC(=O)C1CSC(CC(=O)Nc2ccc(Cl)c(Cl)c2)C(=O)N1 (centres undefined)	-1%	23%	11%	10%	7%	-29%[57.5 µM]	7%	-1%
O=C(NCc1cccc(C(F)(F)F)c1)c1cccc(S(=O)(=O)NCc2ccccc2)c1	-7%	-14%	4%	nt	-5%	-44%[inhibitor]	?	-11%
O=C(Cc1ccc(S(=O)(=O)N2CCOCC2)s1)N1CCN(S(=O)(=O)c2ccc(Cl)cc2)CC1	4%	15%	2%	34%	-7%	-33%[inhibitor]	-3%	-1%
Cc1nn(C)c(C)c1/C=N/NC(=O)CCn1cc([N+](=O)[O-])cn1	-4%	8%	-6%	nt	-6%	-29%	-7%	22%
C[N+](C)(C)CCNC(=O)c1c(O)c2c([nH]c1=O)CCCC2	-4%	3%	9%	-14%	4%	i	-1%	-1%
CC1=NN(c2ccc(C)c(C)c2)C(=O)C1C(c1cccc(O)c1)C1C(=O)N(c2ccc(C)c(C)c2)N=C1C (centres undefined)	6%	-8%	-4%	?	1%	i	?	-5%

The list is partial; rates above refer to the full screens.
